EBV LMP1 NFkB = inhibitors of Epstein-Barr LMP1-induced NF-kappaB reporter; inhibition, % at 12.5 µM; AID 504558; actives 0.69% (n = 350,000); LMP1-induced NF-kappaB luciferase reporter cells, luminescence; in the data active = inhibition above about 41%;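 note: 0% = neutral control wells and 100% = reference inhibitor control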
ABHD5 PLIN5 PPI = inhibitors of human ABHD5-perilipin-5 interaction | Q00G26+Q8WTS1 | actives 0.78% (n = 360,000) | Split G. princeps luciferase complementation, luminescence, 4 h | inhibition, % at 4 µM;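 active = inhibition above the mean inhibition across every tested compound plus 3 SD, cut at about 22% in these data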;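 note: 0% = DMSO only wells and the 100% control is not disclosed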
NCOA1 inh = inhibits human SRC1 coactivator. Q15788. HEK293 GAL4-SRC1 luciferase reporter, luminescence. inhibition, % at 3.6 µM. actives 0.12% (n = 360,000). AID 588354;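 active = inhibition above the campaign mean plus 3 SD, with each screening campaign given its own cutoff, cut at about 60% in these data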;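 note: 0% = DMSO treated cells and 100% = gossypol at 36 µM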
NCOA3 inh = inhibitors of human steroid receptor coactivator 3 (SRC3); Q9Y6Q9; HEK293 GAL4-SRC3 luciferase reporter, luminescence; inhibition, % at 3.6 µM; actives 0.17% (n = 360,000); AID 588352;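 active = inhibition above a per-campaign cutoff, the mean of all compounds plus 3 SD, cut at about 60% in these data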;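 note: 0% = DMSO-treated cells and 100% = gossypol-treated cells at 36 µM; higher means less SRC3-driven luciferase light from the GAL4 reporter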
COUP-TFII inh = NR2F2 (human) inhibition, primary screen. P24468. HEK293T NGFI-A luciferase reporter, luminescence. inhibition, % at 8.6 µM. actives 0.7% (n = 370,000). AID 686940;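 active = inhibition above a per-plate cutoff, mean inhibition of test wells between control levels plus 3 SD, cut at about 38% in these data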;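 note: cells cotransfected with COUP-TFII expression vector driving the NGFI-A reporter; 0% = median of COUP-TF2 test wells and 100% = reporter-only cells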
Target sequence (P24468 whole entry, looked up): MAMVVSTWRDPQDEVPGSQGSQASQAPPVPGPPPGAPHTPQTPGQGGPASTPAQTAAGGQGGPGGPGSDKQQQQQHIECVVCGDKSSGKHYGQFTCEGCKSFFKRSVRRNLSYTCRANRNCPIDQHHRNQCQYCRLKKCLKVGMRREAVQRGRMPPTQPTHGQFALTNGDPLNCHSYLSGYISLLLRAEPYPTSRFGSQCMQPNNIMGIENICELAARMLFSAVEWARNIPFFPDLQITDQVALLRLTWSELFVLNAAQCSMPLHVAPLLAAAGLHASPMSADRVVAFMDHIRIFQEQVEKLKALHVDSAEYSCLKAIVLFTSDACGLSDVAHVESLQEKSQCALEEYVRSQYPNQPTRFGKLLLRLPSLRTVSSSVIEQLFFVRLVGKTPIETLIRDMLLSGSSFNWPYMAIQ
NOD2 RIPK2 PPI = NOD2-RIPK2 protein interaction inhibition | inhibition, % at 4.98 µM | actives 0.38% (n = 360,000) | CHO BLA complementation NOD2-RIPK2, CCF4 ratio | O43353; in the data active = inhibition above about 21%;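 note: 0% = vehicle only and 100% = reference blocker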
MC4R antagonist = human MC4R antagonism in cAMP assay; P32245; MC4R-expressing cells, MTII-stimulated cAMP, LANCE TR-FRET; inhibition, % at 6.5 µM; actives 0.48% (n = 360,000); AID 540295;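 active = inhibition above its plate's cutoff, the mean of tested wells on that plate plus 3 SD, cut at about 29% in these data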;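 note: 0% = Melanotan II alone and 100% = Melanotan II plus saturating MCL0020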
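system = U2OS cells with stable human MC4R expression | also added = Melanotan II challenge after compound preincubation | dosing = one concentration, 6.5 µM nominal | incubation = compound 30 min, challenge 1 h, detection 1 h | measured by = TR-FRET with Eu-cAMP and labeled anti-cAMP, 671 nm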
TLR9-MyD88 block = blocks human TLR9 binding to MyD88; actives 0.21% (n = 340,000); inhibition, % at 4.98 µM; CHO BLA complementation TLR9-MyD88, CCF4 FRET ratio; Q9NR96+Q99836;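 active = inhibition above the mean over all tested compounds plus 3 SD, cut at about 21% in these data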;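 note: 0% = DMSO only wells and 100% = clavulanate BLA inhibitor control wells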
MC4R ag barr = agonists of human melanocortin 4 receptor (MC4R) beta-arrestin; P32245; U2OS MC4R beta-arrestin complementation, luminescence; percent of melanotan II response, DMSO zero; activation, % at 8.9 µM; actives 0.98% (n = 360,000);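 active = activation above a per-plate cutoff, the mean activation of sample wells on that plate plus 3 SD, cut at about 8% in these data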
LRH-1 inv ag = NR5A2 inverse agonism in reporter assay; O00482; HEK293T StAR-luciferase reporter, LRH-1 transfected, 24 h; inhibition, % at 3.6 µM; actives 0.13% (n = 360,000); AID 602396;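 active = inhibition above the mean inhibition of all tested compounds plus 3 SD, cut at about 73% in these data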;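 note: 0% = DMSO wells and 100% = reporter-only cells lacking LRH-1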
Target sequence (O00482 whole entry, looked up): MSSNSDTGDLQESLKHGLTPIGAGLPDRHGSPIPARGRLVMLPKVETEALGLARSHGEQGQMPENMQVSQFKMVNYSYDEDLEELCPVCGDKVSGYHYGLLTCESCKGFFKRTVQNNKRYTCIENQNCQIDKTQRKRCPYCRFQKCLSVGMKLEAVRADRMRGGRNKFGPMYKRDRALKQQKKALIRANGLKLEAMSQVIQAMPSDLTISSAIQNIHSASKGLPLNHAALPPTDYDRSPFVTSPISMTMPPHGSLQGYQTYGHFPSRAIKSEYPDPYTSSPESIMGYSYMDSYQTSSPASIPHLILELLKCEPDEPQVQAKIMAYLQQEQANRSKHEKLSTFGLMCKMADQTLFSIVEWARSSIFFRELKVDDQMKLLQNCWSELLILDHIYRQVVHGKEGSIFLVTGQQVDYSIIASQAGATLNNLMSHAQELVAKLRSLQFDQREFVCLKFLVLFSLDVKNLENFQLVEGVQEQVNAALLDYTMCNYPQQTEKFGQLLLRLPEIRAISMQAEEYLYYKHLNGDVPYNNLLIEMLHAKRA
NCOA2 inhibitor = human SRC2 (NCOA2) inhibition. actives 0.17% (n = 370,000). Q15596. HEK293 GAL4-SRC2 luciferase reporter, luminescence. inhibition, % at 9 µM;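 active = inhibition above the mean inhibition of all tested compounds plus 3 SD, set per campaign, cut at about 52% in these data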;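 note: 0% = DMSO treated cells and 100% = cells given Gossypol at 36 µM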
The depositor's hits bear a star; nt = no result given. These rows are one share of the data, so the mix of outcomes need not match the whole.

SMILES	EBV LMP1 NFkB	ABHD5 PLIN5 PPI	NCOA1 inh	NCOA3 inh	COUP-TFII inh	NOD2 RIPK2 PPI	MC4R antagonist	TLR9-MyD88 block	MC4R ag barr	LRH-1 inv ag	NCOA2 inhibitor
Cc1ccc(SCC(=O)OCC(=O)NC(C)c2ccc(F)cc2)cc1 (configuration not stated)	1	7	-17	-6	3	-12	2	2	-1.1	-5	17
CCOC1Cc2ccccc2N(C(N)=O)c2ccccc21 (configuration not stated)	-14	-2	16	2	3	-8	5	-2	-1.2	-20	3
O=C(NCc1ccncc1)C1Cc2c(-c3ccc4c(c3)OCO4)ccnc2O1 (configuration not stated)	nt	0	-2	-6	3	-2	-1	nt	-1.1	22	19
COCC(=O)Nc1cc(C(=O)OC)cc(C(=O)OC)c1	-3	2	1	15	4	-7	3	6	-1.0	8	8
COc1cccc(NC(=O)[C@@H]2CCC(=O)N2C2OC(=O)c3ccccc32)c1 (some centres not stated)	-1	-2	-10	-2	-12	2	0	-5	-1.1	-12	-8
CC1(C)Cc2c(sc3nc(SCC(=O)O)nc(N)c23)CO1	-5	-1	-33	0	-4	5	9	6	0.0	-7	-4
O=C(Cc1c(F)cccc1Cl)Nc1ccon1	1	4	-8	-11	-19	5	6	3	-2.2	-8	-16
COc1ccc(-n2c(SCc3ccc([N+](=O)[O-])cc3)nnc2-c2ccccc2)cc1	14	5	-4	17	11	-20	-4	1	0.0	11	-3
Cc1cccc(C)c1-n1nnnc1C(c1ccnc2ccccc12)N1CCN(C(=O)OCc2ccccc2)CC1 (configuration not stated)	nt	2	nt	nt	-12	5	nt	nt	nt	-28	11
CC(=O)Nc1cccc(N2C(=O)CC(N3CCC(C(=O)N4CCCCC4)CC3)C2=O)c1 (configuration not stated)	2	13	-8	10	-10	-8	-7	-3	1.9	-10	-8
Cc1ccc(C2C3=C(CC(C)(C)CC3=O)Nc3n[nH]c(C)c32)cc1 (configuration not stated)	-23	1	14	4	11	-31	11	-14	-1.8	-6	-10
CC(C)CN(C(=O)COC(=O)CCSc1ccc(Cl)cc1)c1c(N)n(Cc2ccccc2)c(=O)[nH]c1=O	0	-2	-2	-14	-9	-8	11	-12	3.3	-40	-16
COC(=O)c1c(NC(=O)CN2CCC3(O)CCCCC3C2c2ccc(F)cc2)sc(C)c1C (configuration not stated)	6	1	-9	5	5	1	0	5	-1.2	4	11
O=C(NCCc1nc2ccc(Cl)cc2[nH]1)C1CCC(=O)N(Cc2cccc(F)c2)C1 (configuration not stated)	-2	4	0	23	-13	-8	4	2	-1.9	-1	-8
COc1ccc(OCCSc2ncnc3nc[nH]c23)cc1	3	-12	-38	-69	-19	-10	-3	0	-0.2	-53	-31
C/C(=N\N=C1/SC(CC(=O)O)C(=O)N1c1ccccc1)c1ccc(C)cc1 (configuration not stated)	-6	-6	-42	18	5	-7	5	-5	-1.9	4	-21
CCS(=O)(=O)c1ccc2c(c1)N(S(=O)(=O)c1ccc(OC)cc1)CC(C(=O)O)O2 (configuration not stated)	-8	1	0	15	-4	3	6	2	-3.1	-2	8
Cc1ccc(C2C(C#N)=C(N)N(c3cccnc3)C3=C2C(=O)CCC3)c(C)c1 (configuration not stated)	-9	-1	-17	7	-15	-11	-7	-7	0.8	-10	13
CC(=O)Oc1cccc(C(=O)Nc2ccccc2C(=O)N2CCCC2)c1	3	-2	1	-19	-2	-14	1	-8	-4.4	-5	6
CCN(Cc1ccncc1)Cc1nc(Cc2ccccc2Cl)no1	-9	0	-10	14	37	-6	-1	-2	1.1	12	24
CCc1nn(C(C)C(=O)NCCc2ccc(OC)c(OC)c2)c(=O)c2cc3occc3n12 (configuration not stated)	-6	-6	6	-23	9	0	6	-1	0.7	-6	22
COc1cccc(NC(=O)CN(C)C(=O)Cc2ccc(Cl)cc2Cl)c1	-10	-5	-15	2	19	-8	10	0	1.6	-12	-2
CCOC(=O)N1CCC(N2CCCC(C(=O)c3ccc4cc(OC)ccc4c3)C2)CC1 (configuration not stated)	4	3	0	-9	27	0	-2	4	-3.4	4	-21
O=c1oc2ccccc2c(=O)c2ccccc12	5	-2	-4	-10	0	-1	-2	5	-1.8	17	0
CCN(CC)S(=O)(=O)c1ccc(C(=O)NCCSc2c[nH]c3ccccc23)cc1	-6	-2	-18	14	21	-5	11	0	-0.5	25	13

An excerpt from above in order of the MC4R antagonist value, highest first:
SMILES	EBV LMP1 NFkB	ABHD5 PLIN5 PPI	NCOA1 inh	NCOA3 inh	COUP-TFII inh	NOD2 RIPK2 PPI	MC4R antagonist	TLR9-MyD88 block	MC4R ag barr	LRH-1 inv ag	NCOA2 inhibitor
Cc1ccc(C2C3=C(CC(C)(C)CC3=O)Nc3n[nH]c(C)c32)cc1 (configuration not stated)	-23	1	14	4	11	-31	11	-14	-1.8	-6	-10
COCC(=O)Nc1cc(C(=O)OC)cc(C(=O)OC)c1	-3	2	1	15	4	-7	3	6	-1.0	8	8
O=c1oc2ccccc2c(=O)c2ccccc12	5	-2	-4	-10	0	-1	-2	5	-1.8	17	0

Two of these compounds in a different format:
CC(=O)Nc1cccc(N2C(=O)CC(N3CCC(C(=O)N4CCCCC4)CC3)C2=O)c1 (configuration not stated)
  EBV LMP1 NFkB = 2 | ABHD5 PLIN5 PPI = 13 | NCOA1 inh = -8 | NCOA3 inh = 10 | COUP-TFII inh = -10 | NOD2 RIPK2 PPI = -8 | MC4R antagonist = -7 | TLR9-MyD88 block = -3 | MC4R ag barr = 1.9 | LRH-1 inv ag = -10 | NCOA2 inhibitor = -8

Cc1ccc(C2C3=C(CC(C)(C)CC3=O)Nc3n[nH]c(C)c32)cc1 (configuration not stated)
  EBV LMP1 NFkB = -23 | ABHD5 PLIN5 PPI = 1 | NCOA1 inh = 14 | NCOA3 inh = 4 | COUP-TFII inh = 11 | NOD2 RIPK2 PPI = -31 | MC4R antagonist = 11 | TLR9-MyD88 block = -14 | MC4R ag barr = -1.8 | LRH-1 inv ag = -6 | NCOA2 inhibitor = -10

Limited to LRH-1 inv ag and EBV LMP1 NFkB (2 entries from above):
SMILES,LRH-1 inv ag,EBV LMP1 NFkB
CCc1nn(C(C)C(=O)NCCc2ccc(OC)c(OC)c2)c(=O)c2cc3occc3n12 (configuration not stated),-6,-6
COCC(=O)Nc1cc(C(=O)OC)cc(C(=O)OC)c1,8,-3

Carrying on:
SMILES	EBV LMP1 NFkB	ABHD5 PLIN5 PPI	NCOA1 inh	NCOA3 inh	COUP-TFII inh	NOD2 RIPK2 PPI	MC4R antagonist	TLR9-MyD88 block	MC4R ag barr	LRH-1 inv ag	NCOA2 inhibitor
Cc1cc(=O)oc2c(C)c(OCC(=O)NCCCN3CCCC3=O)ccc12	-19	1	0	-28	-6	0	9	-9	-1.4	24	13
COc1ccc(CC(=O)Nc2ccc(-c3csc(C)n3)cc2)cc1	3	-6	1	13	6	6	8	-4	5.4	-1	-21
Cn1cc(CN2CCN(c3ccccc3)CC2)c2ccccc21	7	3	-10	1	-6	5	-1	0	0.4	11	6
O=S(=O)(c1ccccc1)c1nc(-c2ccc(Cl)cc2)oc1NCCCN1CCOCC1	3	1	5	-7	8	-5	3	1	-0.8	-5	-34
O=C(c1ccc(S(=O)(=O)Nc2ccccc2F)cc1)N1CCCCCC1	0	9	-18	6	-2	-1	6	0	-0.8	15	1
Cc1cc(-c2ccccc2)nc2cc(C(=O)OC(C)C)nn12	20	-3	-13	-31	-22	-5	-1	7	-0.7	12	6
Cc1ccc(C(=O)/C=C/c2ccc(F)cc2)o1	-19	42*	-8	3	-7	4	-8	-6	2.1	9	-10
O=C(COC(=O)c1ccccc1Cl)Nc1nccs1	-7	2	1	1	16	-4	1	1	-1.5	-4	4
COC(=O)C1CC(O)CN1C(=O)Nc1cccc(C(F)(F)F)c1 (configuration not stated)	-1	5	8	-4	-12	-1	0	-5	-2.2	-17	7
CCCc1cc(-c2[nH]ncc2-c2ccc3c(c2)OCCCO3)c(O)cc1O	-5	-15	2	0	11	7	10	-2	12*	14	-14
Cc1cccc2nc(Cn3c(=O)n(CCCC(=O)NCc4ccco4)c(=O)c4ccccc43)cc(=O)n12	-3	13	-1	14	7	-4	6	-3	-2.6	6	8
CC(=O)Nc1ccc(NC(=O)CSc2nc(N)c(NC(=O)c3ccccc3F)c(=O)[nH]2)cc1	2	-3	-8	4	-23	4	4	2	-3.0	-10	-9
CC(C)N1C(=O)CCC1C(=O)NCc1ccc(F)cc1Cl (configuration not stated)	1	-3	-63	-9	5	10	6	-7	-0.2	12	-39
COCCCNC(=O)c1ccccc1NS(C)(=O)=O	7	-4	-2	9	-27	8	6	3	0.6	-6	-4
CCSc1nc2sc3c(c2c(=O)n1-c1ccc(OC)cc1)CCN(C)C3	-1	1	10	9	3	-18	-3	6	-0.8	15	8
Cc1cccc(NS(=O)(=O)c2ccc(C)c(C(=O)NCc3ccccn3)c2)c1	10	-9	1	-24	4	-5	10	-1	-1.1	-4	4
Cn1c2c(c(=O)n(C)c1=O)CN(Cc1ccc3c(c1)OCO3)CN2	-13	6	5	-6	13	3	3	-4	-1.3	-10	-10
CC(C)CNC(=O)c1ccc(NC(=O)c2ccccc2[N+](=O)[O-])cc1	0	11	15	18	1	-10	1	12	-0.8	24	24
CCC(C)N1C(=O)S/C(=C/c2ccc(Sc3nc4ccccc4[nH]3)o2)C1=O (configuration not stated)	23	1	-10	10	20	-8	-5	6	-1.8	18	6
Cc1cccc(NC(=O)c2ccc(S(=O)(=O)N3CCN(C)CC3)cc2)c1C	6	-3	-9	-40	17	1	9	10	0.0	-13	-13
COc1ccc(C2CC(=O)C(C=NCCCN3CCOCC3)=C(O)C2)cc1 (configuration not stated)	1	5	-9	22	-16	-11	5	5	-0.7	0	3
Cc1cc(C)n2nc(SCC(=O)N3CCN(c4ccc(F)cc4)CC3)nc2n1	-1	-6	-50	1	7	-5	0	-2	-0.1	-12	12
CC(C)c1ccc(CNc2ccc3c(c2)ncn3C)cc1	-20	2	-60	-78	-36	-13	-6	8	-0.8	-117	-83

Screens from PubChem BioAssay.
